# ERp5 block = ERp5 (human) disulfide isomerase inhibition; inhibition, % at 9.99 µM; hit rate 0.05% among 350,000; Q15084; ERp5 insulin aggregation, absorbance 650 nm, 90 min;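 active = mean replicate inhibition above about 25%, with every replicate also reaching it, limit read from the data, passing the limit was not always enough; inconclusive = only one of those two criteria met; inactive = neither criterion met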
# Target sequence (Q15084 whole entry, looked up): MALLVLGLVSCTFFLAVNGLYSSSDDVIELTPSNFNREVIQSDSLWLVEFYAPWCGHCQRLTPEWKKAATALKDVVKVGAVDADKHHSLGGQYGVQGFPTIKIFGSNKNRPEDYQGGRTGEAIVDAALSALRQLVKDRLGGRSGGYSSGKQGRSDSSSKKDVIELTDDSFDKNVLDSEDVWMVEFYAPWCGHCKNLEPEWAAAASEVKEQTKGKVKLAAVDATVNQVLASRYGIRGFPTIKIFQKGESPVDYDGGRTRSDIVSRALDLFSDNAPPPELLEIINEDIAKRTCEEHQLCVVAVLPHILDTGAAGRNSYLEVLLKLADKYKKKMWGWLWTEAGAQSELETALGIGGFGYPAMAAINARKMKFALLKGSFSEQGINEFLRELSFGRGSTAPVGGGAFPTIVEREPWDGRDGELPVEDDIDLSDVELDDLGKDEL
# CFTR F508del cor = CFTR F508del correction in bronchial cells. CFBE cells, YFP halide quenching; stimulated with forskolin plus potentiator P3; % fluorescence drop versus neutral controls. activity (quench increase), % at 7.58 µM. hit rate 0.36% among 350,000;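 active = mean added fluorescence quench of at least 8% versus neutral control, with both replicates also reaching 8%; inconclusive = only one of the mean or replicate conditions met; inactive = mean below 8% and not both replicates reaching 8%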;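 also: cells transiently co-express mutant CFTR-F508del with the halide-sensitive YFP; corrector assay measuring rescue of mutant channel to the surface after 24 h compound exposure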
# SIRT5 inh = inhibitors of human sirtuin-5 desuccinylase. Q9NXA8. Purified SirT5, succinyl-peptide AMC, trypsin-coupled fluorescence. inhibition, % at 15 µM. hit rate 1.1% among 330,000; in the data active = inhibition above about 15%; inconclusive = no clear call, values can overlap the other calls
# Target sequence (Q9NXA8 whole entry, looked up): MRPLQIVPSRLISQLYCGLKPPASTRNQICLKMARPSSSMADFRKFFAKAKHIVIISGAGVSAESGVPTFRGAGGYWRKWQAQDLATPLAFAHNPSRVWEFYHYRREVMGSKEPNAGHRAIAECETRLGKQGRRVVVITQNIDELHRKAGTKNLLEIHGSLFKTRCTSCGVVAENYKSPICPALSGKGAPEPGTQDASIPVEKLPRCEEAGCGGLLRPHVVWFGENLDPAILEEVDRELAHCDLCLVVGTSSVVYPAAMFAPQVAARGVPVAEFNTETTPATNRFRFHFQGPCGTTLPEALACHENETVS
# miR122 inh = blocks miR-122 activity in Huh7 sensor cells; Huh7 miR-122 Renilla luciferase sensor, 48 h; neutral wells = 0, positive control = 100; activation (reporter increase), % at 12.5 µM; hit rate 0.3% among 340,000; AID 602342;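 active = mean replicate activation score at least 90 and every replicate individually at or above 90; inconclusive = only one of the two criteria met; inactive = neither criterion met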;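 also: higher luciferase means less miR-122 activity so hits act as miR-122 inhibitors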
# DENV2 CPE rescue = protects cells from dengue virus 2 cytopathic effect. DENV2-infected cells, cytopathic effect rescue, plate reader. CPE inhibition, % at 9.99 µM. hit rate 1.7% among 350,000; in the data active = CPE inhibition above about 20%, passing the limit was not always enough; inconclusive = no clear call, values can overlap the other calls; tested in BHK-21 cells;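 also: 0% = median of neutral control wells and 100% = median of positive control wells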
# CASP6 VEID inh = caspase-6 (human) enzyme inhibition | AID 686996 | P55212 | purified caspase-6, Z-VEID-R110 cleavage fluorescence | inhibition, % at 12.5 µM | hit rate 0.53% among 350,000;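 active = mean inhibition across replicates at least about 35%, with every replicate also reaching that limit, limit read from the data; inconclusive = only one of the two criteria met; inactive = neither criterion met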;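 also: 0% = median of neutral control wells and 100% = no fluorescence left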
# Target sequence (P55212 24-179 limits assumed): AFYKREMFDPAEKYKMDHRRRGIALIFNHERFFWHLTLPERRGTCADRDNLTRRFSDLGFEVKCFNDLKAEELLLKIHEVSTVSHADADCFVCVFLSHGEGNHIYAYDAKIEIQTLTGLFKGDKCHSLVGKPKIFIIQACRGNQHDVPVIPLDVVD
# Target sequence (P55212 194-293 limits assumed): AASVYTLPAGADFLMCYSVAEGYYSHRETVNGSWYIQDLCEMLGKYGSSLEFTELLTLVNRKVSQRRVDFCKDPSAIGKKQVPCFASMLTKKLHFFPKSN
# ERAP1 inh = blocks human ERAP1 aminopeptidase activity; recombinant ERAP1, Leu-AMC fluorescence, 60 min; inhibition, % at 10.7 µM; hit rate 0.15% among 340,000; AID 652197;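 active = mean replicate inhibition of at least 30%, or all replicates individually reaching that 30% level; inactive = mean below 30% and not every replicate reaching it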;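 also: 0% = neutral control wells and 100% = L-leucinethiol positive control wells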
# An asterisk follows results filed as active; ? = inconclusive; . = not tested or not shown; [ ] = dose if it differs, or a comment.
SMILES,ERp5 block,CFTR F508del cor,SIRT5 inh,miR122 inh,DENV2 CPE rescue,CASP6 VEID inh,ERAP1 inh
COc1ccccc1CNC(=O)C1CCCN(S(=O)(=O)c2ccc3c(c2)C(C)(C)C(=O)N3C)C1 (configuration not stated),3,-4.7,3,-6,11,1,-3
CC(=O)N1C(=O)NC(c2ccccc2)=C([N+](=O)[O-])C1c1ccccc1 (configuration not stated),3,.,12,3,0,-4,3
COc1ccc(-c2nc3cccc(C)n3c2NCC2CCCO2)cc1O (configuration not stated),0,3.3,-9,-1,5,6,1
COc1ccccc1CN1CCC(n2nccc2NC(=O)c2ccccc2Cl)CC1,-1,1.4,-1,-4,0,3,-2
C[C@H]1CN([C@@H](C)CO)C(=O)c2cccc(NC(=O)Nc3ccc(F)cc3)c2O[C@H]1CN(C)S(=O)(=O)c1ccc(F)cc1,-5,1.7,-5,3[16.7 µM],14,.,0
CC(=O)/C(N=Nc1nc2c([nH]1)c(=O)n(C)c(=O)n2C)=C(\C)O,1,-0.6,3,.,?,0,.
COc1ccc2c(c1)c(CCNNC(=O)C(C)(C)C)c(C)n2C(=O)c1ccc(Cl)cc1,-1,1.8,.,3,.,1,0
Cc1cc(-c2nn(-c3ccccc3F)cc2CN2CCCC(CO)C2)c(C)s1 (configuration not stated),-2,0.2,3,9,4,-1,-5
O=C(c1ccccc1)c1ccc(-c2ccc(O)cc2)cc1,1,3.8,1,92*,1,-4,-9
Cc1cc(NS(=O)(=O)c2ccc(NC(=O)CSc3nc4sc(C)c(C)c4c(=O)[nH]3)cc2)no1,5,-1.8,0,.,-1,-3,-8
CCc1cn(C2CC(O)C(CO)O2)c(=O)[nH]c1=O (configuration not stated),0,2.8,-3,4,4,0,2
COc1ccc(S(=O)(=O)N(C)C[C@@H]2Oc3ccc(NS(=O)(=O)c4cn(C)cn4)cc3CC(=O)N([C@H](C)CO)C[C@H]2C)cc1,-8,0.3,-6,-5[16.7 µM],-4,-1,0

# Arranged by heavy-atom count (falling): 12 of the compounds above
SMILES,ERp5 block,CFTR F508del cor,SIRT5 inh,miR122 inh,DENV2 CPE rescue,CASP6 VEID inh,ERAP1 inh
COc1ccc(S(=O)(=O)N(C)C[C@@H]2Oc3ccc(NS(=O)(=O)c4cn(C)cn4)cc3CC(=O)N([C@H](C)CO)C[C@H]2C)cc1,-8,0.3,-6,-5[16.7 µM],-4,-1,0
C[C@H]1CN([C@@H](C)CO)C(=O)c2cccc(NC(=O)Nc3ccc(F)cc3)c2O[C@H]1CN(C)S(=O)(=O)c1ccc(F)cc1,-5,1.7,-5,3[16.7 µM],14,.,0
COc1ccccc1CNC(=O)C1CCCN(S(=O)(=O)c2ccc3c(c2)C(C)(C)C(=O)N3C)C1 (configuration not stated),3,-4.7,3,-6,11,1,-3
Cc1cc(NS(=O)(=O)c2ccc(NC(=O)CSc3nc4sc(C)c(C)c4c(=O)[nH]3)cc2)no1,5,-1.8,0,.,-1,-3,-8
COc1ccc2c(c1)c(CCNNC(=O)C(C)(C)C)c(C)n2C(=O)c1ccc(Cl)cc1,-1,1.8,.,3,.,1,0
COc1ccccc1CN1CCC(n2nccc2NC(=O)c2ccccc2Cl)CC1,-1,1.4,-1,-4,0,3,-2
Cc1cc(-c2nn(-c3ccccc3F)cc2CN2CCCC(CO)C2)c(C)s1 (configuration not stated),-2,0.2,3,9,4,-1,-5
COc1ccc(-c2nc3cccc(C)n3c2NCC2CCCO2)cc1O (configuration not stated),0,3.3,-9,-1,5,6,1
CC(=O)N1C(=O)NC(c2ccccc2)=C([N+](=O)[O-])C1c1ccccc1 (configuration not stated),3,.,12,3,0,-4,3
CC(=O)/C(N=Nc1nc2c([nH]1)c(=O)n(C)c(=O)n2C)=C(\C)O,1,-0.6,3,.,?,0,.
O=C(c1ccccc1)c1ccc(-c2ccc(O)cc2)cc1,1,3.8,1,92*,1,-4,-9
CCc1cn(C2CC(O)C(CO)O2)c(=O)[nH]c1=O (configuration not stated),0,2.8,-3,4,4,0,2

# The list continues.
SMILES,ERp5 block,CFTR F508del cor,SIRT5 inh,miR122 inh,DENV2 CPE rescue,CASP6 VEID inh,ERAP1 inh
CN(C)C(=O)c1ccc(-c2ccc([C@@H]3[C@@H](CO)N4C(=O)CN(C(=O)CC5CC5)C[C@@H]34)cc2)cc1,-2,0.2,-1,.,6,0,0
COc1cccc(CNC(=O)C[C@@H]2C=C[C@@H](NC(C)=O)[C@@H](CO)O2)c1,-3,-2.7,5,.,2,1,-1
Cc1ccc(NC(=S)N2CCN(c3ncccn3)CC2)c(C)c1,-1,-0.4,-2,-18,.,2,1
Cc1[nH][nH]c(=O)c1C(c1cc(Br)ccc1O)c1c(C)[nH][nH]c1=O,1,-3.6,1,8,-7,5,-4
Cc1ccc(Cn2c(CCCO)nc3ccccc32)cc1,3,2.8,2,0,0,1,1
CCOC(=O)N1CCN(Cc2nc3c(c(=O)n(C)c(=O)n3C)n2Cc2ccccc2)CC1,-1,1.3,0,-2,2,1,2
Cc1[nH]ncc1-c1nc2ccccc2[nH]1,1,0.5,-3,.,-1,-4,2
COc1ccc2c3c([nH]c2c1)[C@H](CO)N(S(C)(=O)=O)CC31CN(CC2CC2)C1,3,-1.3,0,.,1,2,-2
Cc1ccccc1S(=O)(=O)N1CC(=O)N2[C@H](C1)[C@H](c1ccc(C#CCN(C)C)cc1)[C@@H]2CO,3,-0.8,-1,.,16,2,2
O=C(Nc1cccnc1)c1cc(-c2cccc(Br)c2)nc2ccccc12,5,4.8,-3,8,1,-9,0
CC(=O)N1[C@H](CO)[C@@H](c2ccc(-c3ccc(F)cc3)cc2)[C@@H]1CNC(=O)C1CC1,.,-0.8,.,21[16.7 µM],2,.,.
COc1ccccc1/C=C1\SC(=S)N(CCC(=O)N2CCCCC2CCO)C1=O (configuration not stated),3,1.0,1,-1,-4,0,-1
CCCSc1nnc(NC(=O)c2ccco2)s1,2,1.1,0,6,0,-2,0
CC(=O)N[C@H]1CC[C@@H](CCNC(=O)C2CC2)O[C@@H]1CO,-2,0.4,0,7[16.7 µM],2,-1,0
O=C(CC(SCCO)c1ccc([N+](=O)[O-])cc1)c1ccco1 (configuration not stated),2,-1.6,-2,16,0,1,2
COc1ccc(CCNC(=O)c2ccc(N3CCCC3=O)cc2)cc1OC,3,-1.6,0,0,-1,-5,1
CC(=O)c1ccc(S(=O)(=O)Nc2ccc(C(=O)N3CCC3)cc2)cc1,-1,0.9,3,.,9,-21,-2
COc1ccccc1NC(=O)c1cc(OC)c(OC)cc1[N+](=O)[O-],0,-1.4,-2,-2,3,-3,3
O=C1C(C2=NC(c3ccccn3)C3C(=O)N(c4ccc(Cl)cc4Cl)C(=O)C23)=C(O)c2ccccc21 (configuration not stated),3,5.2,-4,.,1,-1,2
COc1ccc(C[C@@H]2CCc3cnnn3COC[C@H](C(C)C)NC2=O)cc1,0,.,-1,.,0,.,.
N#C[C@@H]1[C@@H](c2ccc(-c3ccc(F)cc3)cc2)[C@@H](CO)N1C(=O)Cc1ccccc1,-7,-1.1,2,.,-5,-2,1
CCOC(=O)N1CCN(CC(=O)Nc2c(C(=O)OC)[nH]c3cccc(Cl)c23)CC1,-4,-0.1,-5,.,4,2,-4
COc1ccc(C)cc1NC(=O)CCN1CCN(c2ccccc2)CC1,8,3.4,-3,.,5,2,1
Cc1ccc(S(=O)(=O)N[C@H]2CC[C@@H](CCNC(=O)c3ccc4c(c3)OCO4)O[C@@H]2CO)cc1,-2,-0.5,0,.,-8,-5,-2
COc1cccc(OC)c1C(=O)NC(=O)Nc1c(F)c(F)c(F)c(F)c1F,0,-2.2,-4,.,-3,0,.
Oc1cc(OCc2ccccc2)ccc1-c1[nH]ncc1-c1ccccc1,-7,-6.0,-2,-1,-7,0,-4
Cc1ccsc1CN(C)C(=O)c1cc(S(=O)(=O)N2CCOCC2)ccc1N1CCCC1,-1,3.4,0,10,-1,8,1
CC1(C)OC(=O)C(=CNNc2c(Cl)cc(Cl)cc2Cl)C(=O)O1,4,-0.7,-3,-2,3,6,.
C[C@H]1CN([C@@H](C)CO)C(=O)c2ccccc2-c2ccccc2CO[C@H]1CN(C)C(=O)[C@H]1CCCN1C,1,-0.9,4,.,.,-1,0
CCCC#Cc1cnc2c(c1)C(=O)N([C@H](C)CO)C[C@@H](C)[C@@H](CN(C)C(=O)c1cccnc1)O2,3,-0.3,-13,0[16.7 µM],-4,-2,-1
CCCNC(=O)Nc1ccc2c(c1)C(=O)N(C)[C@@H]1CC[C@H](CC(=O)NCC3CCCCC3)O[C@@H]1CO2,2,-1.3,-2,25[16.7 µM],-4,1,0
Cc1[nH][nH]c(=O)c1C(c1ccc(-c2cccc(C(=O)O)c2)o1)c1c(C)[nH][nH]c1=O,4,0.2,7,2,3,42*,2
COc1ccc(C(C)=O)cc1CSc1nnc(Nc2ccc(C)cc2C)s1,3,1.7,.,.,-6,-3,2
COc1cccc(-n2ccn(CC(=O)NCCc3ccccc3)c(=O)c2=O)c1,0,-0.9,2,-1,5,-1,0
CNC(=S)NNC(=O)c1c(C)nc2cc(C)ccn12,2,-3.4,.,-3,-5,0,-1
COCCn1c(SCC(=O)Nc2ccc(F)cc2)nc2ccccc2c1=O,0,1.1,-1,.,8,-3,-1
COc1ccccc1CNC(=O)[C@H](C)N1C(=O)N2CCc3c([nH]c4ccccc34)[C@@]2(C)C1=O,-2,-1.5,1,-3,18,-1,-1
Cc1csc(=O)n1CC(=O)OC(C)C(=O)Nc1ccc(F)c(F)c1F (configuration not stated),1,2.1,1,3,-7,1,-1
COc1cc(CC(=O)OCC(=O)NCc2ccc(C)cc2)cc(OC)c1OC,5,2.0,-3,-9,-5,1,3
O=C(Nc1cccc(F)c1)C1CCCN(S(=O)(=O)c2ccccc2)C1 (configuration not stated),7,-4.0,-1,.,2,2,4
CC(=O)Nc1ccc(S(=O)(=O)NCCC(=O)N2CCC(Cc3ccccc3)CC2)cc1,1,-0.2,0,.,11,-3,-2
N#Cc1nc(Nc2cccc(Cl)c2)c2ncn(C3CCCC3)c2n1,10,0.5,-3,1,-11,-2,-3
CCOc1ccc(NS(=O)(=O)c2ccc(C(=O)NCC(c3ccc(OC)cc3)N3CCOCC3)cc2)cc1 (configuration not stated),2,0.3,-1,.,0,-1,3
Cc1ccc(OCC(=O)N2CCN(S(=O)(=O)c3ccccc3)CC2)c([N+](=O)[O-])n1,-5,.,-1,.,.,1,-6
COc1ccc(N(C(C)C(=O)N/N=C/c2cc(Br)c(C)o2)S(C)(=O)=O)cc1 (configuration not stated),-9,-3.7,1,.,2,1,0
COc1cccc(CNC(=O)C[C@@H]2CC[C@H](NC(=O)C3CC3)[C@@H](CO)O2)c1,8,0.2,3,.,2,0,2
CC1CCCCN1C(=O)COC(=O)c1ccc2c(c1)C(=O)N(Cc1ccco1)C2=O (configuration not stated),2,-0.2,0,3,-3,5,0
O=C(COc1ccc(Cl)cc1)Nc1nnc(S(=O)(=O)N2CCCCCC2)s1,-1,-5.2,-4,-5,-9,-3,3
O=C(CSc1nc2ncccc2[nH]1)Nc1c(F)cc(F)cc1Br,-2,0.4,-3,-2,-7,-2,3
O=C1C2CC=CCC2C(=O)N1Cc1ccccc1Cl (configuration not stated),-16,.,1,1,-3,31,2
COc1ccc(-c2[nH]ncc2CN2CCCN(c3ccccc3)CC2)c(F)c1,1,-7.8,-1,-5,-3,-2,5
CC(C)NC(=O)NNC(=O)Cn1nnc(-c2cccc(Cl)c2Cl)n1,0,2.8,-4,-6,6,1,2
O=C(/C=C/c1ccc(Cl)c([N+](=O)[O-])c1)Nc1ccc(N2CCCC2)cc1,2,-0.9,-3,.,1,14,0
CNC(=O)c1[nH]cnc1C(=O)Nc1ccc(OC)cc1,1,3.2,.,.,2,-1,.
Cc1cc(C)c(NC(=S)N(CCN(C)C)Cc2cccs2)c(C)c1,1,-0.3,0,1,-7,0,0
